# High-throughput results: PubChem, Sanford-Burnham Center for Chemical Genomics
# EBI2 block: EBI2 receptor antagonists, beta-arrestin recruitment, primary screen, cell-based, luminescence, 7a,25-OHC stimulation, uHTS. G-protein coupled receptor 183 (Homo sapiens), P32249. 7a,25-OHC stimulated. inhibition, % at 5 µM. 0.81% of 360,000 active. AID 651636, 2012; in the data active = inhibition above about 38%;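 note: enzyme fragment complementation signal reports receptor beta-arrestin coupling in cells; 0% = agonist plus DMSO wells and 100% = wells without agonist; some results beyond the cut were filed as inactive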
# A3G deaminase: APOBEC3G DNA deaminase inhibitors, primary screen, biochemical, fluorescence, single-stranded DNA substrate, uHTS; DNA dC->dU-editing enzyme APOBEC-3G (Homo sapiens), Q9HC16; recombinant A3G, ssDNA deamination FAM/TAMRA fluorescence; inhibition, % at 20 µM; 0.28% of 330,000 active; AID 493012, 2011;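 active = inhibition of at least 40% at 20 µM, with no more than 30% in the related APOBEC3A deaminase screen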;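 note: plate controls were DMSO wells with A3G for no effect and wells lacking A3G enzyme for full effect; some compounds called inactive have numbers as strong as hits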
# Target sequence (Q9HC16 whole entry, looked up): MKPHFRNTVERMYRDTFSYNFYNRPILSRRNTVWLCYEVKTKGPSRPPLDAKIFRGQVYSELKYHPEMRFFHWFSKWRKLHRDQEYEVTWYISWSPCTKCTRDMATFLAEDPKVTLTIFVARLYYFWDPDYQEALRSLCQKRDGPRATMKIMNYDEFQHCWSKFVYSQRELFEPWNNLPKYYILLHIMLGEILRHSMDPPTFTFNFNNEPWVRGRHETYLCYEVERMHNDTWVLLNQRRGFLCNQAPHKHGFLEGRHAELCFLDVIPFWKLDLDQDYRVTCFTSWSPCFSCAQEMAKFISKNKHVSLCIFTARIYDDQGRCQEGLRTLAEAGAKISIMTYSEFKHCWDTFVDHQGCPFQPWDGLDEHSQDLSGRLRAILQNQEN
# Gli-Sufu antag: Gli-Sufu pathway antagonists, primary screen, luciferase luminescence, Sufu-KO-LIGHT cells, uHTS. Sufu-KO-LIGHT fibroblasts, Gli luciferase reporter luminescence. inhibition, % at 5 µM. 0.74% of 340,000 active. AID 588413, 2011;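 active = inhibition above about 55%, limit read from the data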;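 note: 0% = DMSO-treated cells and 100% = wells with medium but no cells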
# CCR6 antagonist: CCR6 receptor antagonists, primary screen, cell-based, CHO-K1, luminescence, beta-arrestin, uHTS; C-C chemokine receptor type 6 (Homo sapiens), P51684; CHO-K1 CCR6 PathHunter beta-arrestin, CCL20-stimulated; inhibition, % at 20 µM; 0.49% of 340,000 active; AID 493098, 2011;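 active = compounds whose inhibition of the agonist-driven luminescence signal at 20 µM reaches about 50%, limit read from the data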;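 note: cells stimulated with CCL20 at 14 nM final; plate controls were DMSO with CCL20 for no effect and DMSO without agonist for full effect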
# Target sequence (P51684 whole entry, looked up): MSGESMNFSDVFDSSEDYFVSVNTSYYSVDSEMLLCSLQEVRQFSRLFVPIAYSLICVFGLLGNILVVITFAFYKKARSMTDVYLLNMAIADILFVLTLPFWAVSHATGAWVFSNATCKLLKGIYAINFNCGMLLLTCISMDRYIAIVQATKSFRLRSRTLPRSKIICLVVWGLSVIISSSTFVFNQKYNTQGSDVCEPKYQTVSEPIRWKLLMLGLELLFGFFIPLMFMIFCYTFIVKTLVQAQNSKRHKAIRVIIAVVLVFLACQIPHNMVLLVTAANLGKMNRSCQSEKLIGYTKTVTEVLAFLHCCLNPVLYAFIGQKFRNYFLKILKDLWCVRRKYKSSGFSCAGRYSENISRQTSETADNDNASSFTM
# MPTP inh: mitochondrial permeability transition pore inhibitors, primary screen, biochemical, isolated mouse mitochondria, absorbance; Ca2+ swelling absorbance, 30 min; inhibition, % at 10 µM; 1.4% of 360,000 active; AID 602449, 2012;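 active = inhibition of 50% or more, scaled per plate between neutral and stimulator controls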;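 note: 0% = DMSO wells given calcium and 100% = 1 mM EGTA wells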
# A3A deaminase: APOBEC3A ssDNA deaminase inhibitors, primary screen, selectivity assay for APOBEC3G inhibitor project, biochemical, FAM/TAMRA oligo cleavage fluorescence; inhibition, % at 20 µM; DNA dC->dU-editing enzyme APOBEC-3A (Homo sapiens), P31941; 0.41% of 330,000 active; recombinant A3A, FAM/TAMRA ssDNA deamination fluorescence;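 active = at least 40% inhibition at 20 µM here, with at most 30% in a related deaminase screen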;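 note: plate controls were A3A with DMSO for no effect and wells lacking A3A enzyme for full effect; some results filed as inactive read as strong as hits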
# Target sequence (P31941 whole entry, looked up): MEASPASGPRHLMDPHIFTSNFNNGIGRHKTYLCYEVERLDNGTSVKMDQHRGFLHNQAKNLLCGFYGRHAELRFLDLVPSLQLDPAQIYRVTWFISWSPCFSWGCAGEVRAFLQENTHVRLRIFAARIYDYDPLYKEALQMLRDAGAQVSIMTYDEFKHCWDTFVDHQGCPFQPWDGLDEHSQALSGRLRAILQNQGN
# CXCR6 block: CXCR6 receptor inhibitors, primary screen, cell-based, beta-arrestin, luminescence, CHO-K1 PathHunter, 1536-well; 0.36% of 360,000 active; AID 602244, 2012; C-X-C chemokine receptor type 6 (Homo sapiens), O00574; inhibition, % at 20 µM; in the data active = inhibition above about 34%, passing the limit was not always enough;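 note: antagonist mode with CXCL16 agonist at 10 nM final; 0% = 10 nM CXCL16 with DMSO and 100% = unstimulated wells without agonist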
# GRIN3A LBD mod: binders of NR3A ligand-binding domain, primary screen, biophysical, differential scanning fluorimetry, uHTS; Glutamate receptor ionotropic, NMDA 3A (GRIN3A) ligand-binding domain; NR3A LBD differential scanning fluorimetry, Tm shift; 0% = protein alone, 100% = glycine-bound protein; Tm shift relative to glycine control, % at 25 µM; 2.5% of 340,000 active;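 active = melting temperature shift of at least 10% of the positive control shift, at one fixed dose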
# * = called active by the depositor; . = no result given. An unsorted share of the library; overall some 5.8% were active at least once.
SMILES,EBI2 block,A3G deaminase,Gli-Sufu antag,CCR6 antagonist,MPTP inh,A3A deaminase,CXCR6 block,GRIN3A LBD mod
CCN1/C(=C/C(=S)Nc2ccccc2)Sc2ccccc21,-6,13,68*,25,11,-3,-11,3
Cc1cc(C(=O)Nc2ccc3c(c2)OCO3)no1,-17,-5,-51,-21,0.1,-2,-14,-3
CCc1nc2cc(Cl)c(Cl)cc2[nH]1,-4,-4,5,-6,3.0,5,-3,-3
Cc1cc2c(c(=O)o1)C(CCC1CCCCC1)C(C#N)=C(N)O2 (centres undefined),-4,-2,-6,5,5.9,0,-4,-4
O=C(COC(=O)C1CCCC1)NCc1ccc(Cl)cc1,-13,-7,-3,4,0.6,0,-3,1
CCN(C(=O)c1cc([N+](=O)[O-])ccc1NCc1cccnc1)c1ccccc1,1,-8,2,15,-0.3,-2,11,-1
CCOc1ccc(C(C)NC(=O)C2CCCC2)cc1 (centres undefined),-5,2,-17,1,-2.5,2,4,0
CC1(C)CC(N2CCCC2)=CC(=[N+]2CCCCCC2)C1,4,26,83*,0,1.5,62*,-6,-4
COc1cccc(CNc2ccc(C(=O)O)cc2)c1OCc1ccccc1,-14,-5,-4,-5,-1.6,0,-18,0
Cc1cccc(NC(=O)COC(=O)c2cccc(S(=O)(=O)N3CCCCCC3)c2)c1,6,1,3,5,1.3,1,3,-2
COc1ccc(C(=O)Nn2c(SCC(=O)c3ccccc3)nc3ccccc3c2=O)cc1,7,-5,2,1,2.6,0,8,-7
CN(c1ccccc1)S(=O)(=O)c1nnc(NC(=O)COc2ccccc2F)s1,0,2,0,6,2.3,0,0,-4
C[C@H](NC(=O)c1ccc(C(C)(C)C)cc1)C(=O)N1CCN(C/C=C/c2ccccc2)CC1,72*,-2,7,21,-2.0,1,8,-2
O=C(CNc1ccccc1N1CCCC1=O)Nc1cc(Cl)ccc1-n1cncn1,-2,-6,-14,12,-1.2,0,-1,0
CCOCCCn1c(=N)c(C(=O)NCCN2CCOCC2)cc2c(=O)n3cccc(C)c3nc21,-1,4,-2,5,0.2,5,6,-1
CC(C)C(=O)Nc1nc2ccc(S(C)(=O)=O)cc2s1,-5,-8,15,18,1.2,-5,1,-7
CCCNC(=O)c1cccc(Cn2cc(Br)c([N+](=O)[O-])n2)c1,-11,-3,5,9,-0.3,-1,4,5
NS(=O)(=O)c1cccc(NC(=S)NC(=O)c2cccc([N+](=O)[O-])c2)c1,5,-3,10,39,-1.5,0,23,-1
Cc1ccc(CNC(=O)CN2C(=O)NC3(CC(C)CC(C)(C)C3)C2=O)cc1 (centres undefined),-1,-9,1,1,0.8,-6,0,0
O=S(=O)(c1cccc2ccccc12)N1CCC2CC1c1cc(Cl)ccc12 (centres undefined),17,.,14,16,3.1,.,11,-1
CCCc1ccc(C(=O)COC(=O)CN2C(=O)NC3(CCCCC3C)C2=O)cc1 (centres undefined),3,4,-20,11,0.4,-2,-2,2
O=C(Nc1ccccc1N1CCCCC1)C1CC(=O)N(c2ccccc2F)C1 (centres undefined),-3,-2,1,1,0.4,12,2,0
COc1ccc(NC(=O)COc2ccc3c(c2)CCC3)cc1S(N)(=O)=O,0,-4,0,14,-0.9,15,-1,0
CC(C)[C@H](NC(=O)c1ccco1)C(=O)Nc1ccc(OC(F)F)cc1,-11,-8,28,10,1.2,-5,0,1
O=C(CCN1C(=O)c2ccccc2S1(=O)=O)NCc1ccccc1Cl,-1,-8,-12,15,-1.7,-1,-4,2
SMILES,EBI2 block,A3G deaminase,Gli-Sufu antag,CCR6 antagonist,MPTP inh,A3A deaminase,CXCR6 block,GRIN3A LBD mod
O=C(CSc1nnc(COc2ccc(Cl)cc2)o1)N1CCCC1,12,-3,-19,3,1.0,-2,-6,0
CCN1CCN(C(=O)C2CCC(=O)N(Cc3cccc(C(F)(F)F)c3)C2)CC1 (centres undefined),3,-4,-5,-2,-0.9,0,3,0
Cn1c(SCC(=O)N2CCOCC2)nnc1-c1cccc(NC(=O)c2ccccc2F)c1,0,-2,-8,-6,-0.3,28,-5,0
COc1cccc(CN(C)S(=O)(=O)c2ccc3c(c2)OCCO3)c1,3,-3,-1,1,0.3,2,-1,2
COCCn1c(-c2ccccc2Cl)nc2c(c(=O)c3ccccc3n2C)c1=O,1,-5,17,-5,1.7,-6,-3,-2
CC(NC(=O)c1ccccc1Cl)C(=O)O (centres undefined),-4,-8,-1,-5,-1.9,-3,2,-1
O=C(NCCC(=O)N1CCNC1=O)OCc1ccccc1,-8,-2,-1,0,-1.5,5,-3,14*
O=C(OCC(=O)N1CCN(c2ccccc2)CC1)c1ccc([N+](=O)[O-])s1,-9,-2,2,-6,0.4,3,-22,0
CCN1C(=O)c2ccc(C(=O)NCc3ccccc3)cc2C1=O,1,-3,-5,-11,0.2,-4,-13,-1
Nc1cc(=O)[nH]c(SC/C=C/c2ccccc2)n1,-12,-1,-10,-10,1.4,-13,-13,-1
Nc1cccc(C(=O)Nc2ccc(N)cc2Cl)c1,-4,-2,-1,-12,0.5,0,-4,-5
COc1ccc2[nH]c3c(=O)n(CCCCC(=O)NCCC(C)C)c(=S)[nH]c3c2c1,-4,-6,2,-5,0.3,4,-4,4
Nc1cc(S(=O)(=O)N2CCCCC2)ccc1N1CCCCC1,-6,3,2,15,0.6,0,9,-1
O=C(c1cccc(F)c1)N1CCN(Cc2cccc(Br)c2)CC1,-5,-2,4,9,-0.7,-4,7,0
COCCn1nnnc1C(c1ccc(OC)cc1)N1CCN(C(=O)c2ccco2)CC1 (centres undefined),-1,-7,-12,0,-3.8,-1,-4,1
Cc1ccc2c(CC(=O)NNC(=O)c3ccccc3)coc2c1,-5,-3,-15,-4,0.5,4,-14,-4
NC(=O)c1c(NC(=O)c2cc3ccccc3o2)sc2c1CCC2,15,7,-92,-3,-0.1,8,14,1
O=C(N/N=C/c1c(O)ccc2ccccc12)c1ccc[n+](CCO)c1,4,16,4,28,-1.0,2,-3,-2
CC1Nc2ccc(C(=O)NC3CCCCC3)cc2NC1=O (centres undefined),-4,-14,-25,11,-0.3,-2,3,0
COC(=O)c1ccc(OC)c(-c2c(OC)cc(OC)cc2OC)c1,-21,-5,6,-8,-0.4,0,2,-2
COc1ccc(-c2nc3n(c(=O)c2C#N)CCCS3)cc1,-1,-5,-1,15,-4.4,-4,-17,-2
C=CCn1cc(C(=O)OC)c(=O)c2cc(S(=O)(=O)N3CCC(C)CC3)ccc21,-9,2,1,-11,-0.8,3,0,0
CS(=O)(=O)N1CCN(c2cccc(Cl)n2)CC1,-8,-2,9,-14,0.2,-3,2,2
Cc1ccc(-c2onc3ccc(C4OCCO4)cc23)cc1,-2,5,-72,5,1.5,-1,5,-1
CCN1CCN(CC(=O)NC2CCCC2)C(=O)C1=O,4,0,1,2,-1.5,3,-6,0
SMILES,EBI2 block,A3G deaminase,Gli-Sufu antag,CCR6 antagonist,MPTP inh,A3A deaminase,CXCR6 block,GRIN3A LBD mod
Cc1ccc(-c2cn3c(n2)SCC3)cc1,6,2,-73,12,1.0,3,0,-1
CC(=O)Nc1nnc(-c2c(-c3ccccc3Cl)noc2C)o1,-9,1,7,-2,0.7,0,8,-1
COc1ccc(-n2c3c(cc(C(=O)N4CCN(CCO)CC4)c2=O)C(=O)CC(C)(C)C3)cc1,-12,-5,2,8,-0.1,-2,2,-2
OCCC1CN(Cc2ccccc2-c2ccco2)CCN1C1CCCC1 (centres undefined),-1,0,8,-4,1.9,-1,-1,-1
C/C(CCc1ccco1)=N/NC(=O)CCC(=O)Nc1ccc(Br)cc1,-8,-7,0,7,0.3,-3,5,-5
Cc1ccc2oc(C(=O)Nc3ccc(S(=O)(=O)Nc4onc(C)c4C)cc3)cc(=O)c2c1,-12,2,-1,21,-1.1,-1,6,-4
S=C(c1ccc(Br)cc1)N1CCCC1,-3,-6,26,7,-1.5,-1,-2,-1
Clc1ccc(-c2cnc3n2CCCCC3)cc1,9,-1,-2,4,-1.0,1,8,-2
OCCNCc1cc(Br)ccc1OCc1ccc(Cl)cc1Cl,-3,.,0,11,82*,.,-2,-1
CCCc1c(C(=O)NNc2ccc(C)cc2)cnn1-c1ccccc1,12,-7,7,29,5.0,-3,11,-1
O=C1CCCCN1CCC(=O)N1CCCC(Nc2ccc(F)c(F)c2)C1 (centres undefined),-8,-5,7,-5,-0.6,-2,3,1
CCN(Cc1ccccc1)C(=O)C1CCN(S(=O)(=O)c2ccc3c(c2)OCCO3)CC1,0,-8,-3,5,-0.9,0,-11,4
CCN(CC(=O)NCc1cccs1)S(=O)(=O)c1ccc(F)cc1,-2,-6,-5,5,1.7,-4,-1,3
CC1(C)Cc2c(sc3nc(C4CCCCC4)n(N)c(=O)c23)CO1,-20,13,-3,4,30,3,1,0
O=S(=O)(NC1CCCc2ccccc21)c1cnc[nH]1 (centres undefined),9,-3,2,-4,-1.8,-2,3,3
Nc1nc2c(F)cccc2s1,-9,-6,-1,-4,10,-5,-8,0
COc1ccc(Cn2ccnc2SCC(=O)Nc2ccccc2)cc1,-5,7,7,11,1.1,6,-2,6
COc1ccc(Cl)cc1NC(=O)CNc1ccc(F)cc1C,-5,-1,-2,1,2.2,2,1,-12
Cc1ccc2nc(-c3ccc4c(c3)OCCO4)cc(C(=O)O)c2c1,-10,-6,-1,-6,-0.3,-2,-18,3
COCCOc1ccc(C(F)(F)F)cc1NC(=O)COC(=O)c1c(C)noc1C,3,-3,5,7,-1.0,0,-4,1
COc1cc(-c2cc(N3C(=O)Nc4ccccc4N3O)n[nH]2)cc(OC)c1OC,-3,2,-2,11,0.4,1,6,-3
Cc1c(NC(=O)C(C)OC(=O)c2cc(Cl)ccc2O)c(=O)n(-c2ccccc2)n1C (centres undefined),-6,0,0,-3,-0.4,-2,0,-1
COc1cccc(/C(O)=C2/C(=O)C(=O)N(c3cc(C)on3)C2c2cccs2)c1 (centres undefined),-1,-8,-4,13,0.7,-9,6,-3
COc1ccc(S(=O)(=O)N2CCOCC2)cc1NC(=O)Cc1coc2cc(C)c(C)cc12,-5,-3,13,18,-2.3,-1,-2,-5
Cc1ccc2c(CSc3nc4ccccc4c(=O)n3CCCO)cc(=O)oc2c1C,6,-1,7,2,-1.9,5,-7,-11
CC(C)(C)C(=O)Nc1ccc(C(=O)OC2CCCCC2)cc1,1,-4,-109,9,1.5,-4,10,-6
CC(Sc1nnnn1C)C(=O)Nc1ccccc1 (centres undefined),6,5,-13,-2,-0.7,2,-10,1
COc1ccc(Cl)cc1NC(=O)CN1CCCC1,-6,-8,3,16,0.4,-4,6,-1
Cc1ccc(S(=O)(=O)N2CCC(C(=O)OC(C)C(=O)NC(N)=O)CC2)cc1C (centres undefined),17,-2,-9,4,1.1,8,-4,0

# Looked up above.
# GRIN3A LBD mod with `COc1cccc(/C(O)=C2/C(=O)C(=O)N(c3cc(C)on3)C2c2cccs2)c1` (centres undefined) is entered as -3
# EBI2 block with `COc1ccc(Cl)cc1NC(=O)CNc1ccc(F)cc1C` is entered as -5
